High-throughput results from PubChem.
Pol eta inh: inhibitors of human DNA polymerase eta. actives 1.2% (n = 390,000). Potency, µM (doses to about 114 µM), without a hit: at the highest dose activity change, negative = inhibition, usual class: inhibitors. Q9Y253. recombinant Pol eta, fluorescent DNA replication assay; also: potency is read from the fitted curve at half-maximal effect; % is scaled to controls: 0 for no effect and ±100 for the full control effect
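Pol eta at 10 nM preincubated with compounds 15 min at room temperature; reaction started with fluorescent substrate (50 nM final) and read kinetically at 0 and 10 min.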
Pol iota inh: blocks human DNA polymerase iota activity; Q9UNA4; Pol iota fluorescent replication assay, 10 min; Potency, µM (series often up to 115 µM), for the others: at the top dose activity, negative = inhibition, actives largely listed as inhibitors; actives 1% (n = 390,000); AID 588590; also: potency is read from the fitted curve at half-maximal effect
Target sequence (Q9UNA4 whole entry, looked up): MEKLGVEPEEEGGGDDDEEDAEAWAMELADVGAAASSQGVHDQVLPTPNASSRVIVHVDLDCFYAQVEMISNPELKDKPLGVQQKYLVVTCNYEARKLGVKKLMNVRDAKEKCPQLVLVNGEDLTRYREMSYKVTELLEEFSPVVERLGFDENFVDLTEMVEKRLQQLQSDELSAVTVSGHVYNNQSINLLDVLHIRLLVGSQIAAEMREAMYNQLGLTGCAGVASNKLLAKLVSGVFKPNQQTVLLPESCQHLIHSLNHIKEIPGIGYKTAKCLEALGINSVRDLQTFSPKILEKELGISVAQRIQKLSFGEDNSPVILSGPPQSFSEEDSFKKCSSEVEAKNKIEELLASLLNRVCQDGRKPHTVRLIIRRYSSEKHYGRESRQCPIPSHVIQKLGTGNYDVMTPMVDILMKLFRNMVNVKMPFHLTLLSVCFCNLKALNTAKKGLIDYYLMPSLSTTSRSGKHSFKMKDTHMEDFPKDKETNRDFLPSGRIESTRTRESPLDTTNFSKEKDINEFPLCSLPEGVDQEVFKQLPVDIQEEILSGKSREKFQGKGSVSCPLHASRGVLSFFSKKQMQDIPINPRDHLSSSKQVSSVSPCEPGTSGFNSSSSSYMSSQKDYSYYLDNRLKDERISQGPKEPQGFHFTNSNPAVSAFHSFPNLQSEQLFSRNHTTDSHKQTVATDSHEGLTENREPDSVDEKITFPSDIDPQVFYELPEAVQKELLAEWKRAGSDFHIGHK
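Fluorescent replication assay read twice, at 0 min and 10 min after adding 50 nM (final) substrate. Enzyme (10 nM) and compounds were first incubated 15 min at room temperature; enzyme-free buffer wells were negative controls.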
BLM inh: Bloom syndrome helicase (human) inhibition | P54132 | recombinant BLM DNA unwinding, fluorescence dequenching | Potency, µM (highest dose often 56.1 µM), for inactives: at the top dose activity change, negative = inhibition, hits mostly inhibitors | actives 0.2% (n = 350,000);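 also: potency is read from the fitted curve at half-maximal effect; plate controls were vehicle for no effect and no enzyme for full effect; nearly all actives have a fitted effect of over 35% in size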
Tb PGK inh: inhibitors of T. brucei phosphoglycerate kinase. PGK/GAPDH coupled, Kinase-Glo luminescence, 60 min. P07378. AID 602233. actives 0.043% (n = 380,000). Potency, µM (series often up to 57.5 µM), for inactives: at the top dose activity change, negative = inhibition, usual class: inhibitors; also: potency is read from the fitted curve at half-maximal effect; % is scaled to controls: 0 for no effect and ±100 for the full control effect; nearly all actives have a fitted effect of over 60% in size
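Recombinant glycosomal PGK reaction used 1,3-bisphosphoglycerate generated in-well by GAPDH (100nM final) in 100mM TEA pH 7.6, 5mM MgCl2, 0.01% Tween-20. After 60 minutes at room temperature, ATP was read by Kinase-Glo Plus luminescence end-point.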
RXFP1 antagonist: antagonists of human relaxin receptor RXFP1; HEK293-RXFP1, relaxin-stimulated cAMP HTRF, 30 min; stronger effect = lower value; Q9HBX9; activity change, negative = inhibition, % at 57.5 µM; actives 0.59% (n = 350,000);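 active = activity change of -60% or lower, but not beyond a set lower limit; inconclusive = change between -60% and -40%, or beyond the set limit; inactive = change above -40%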; also: % is scaled to controls: 0 for no effect and ±100 for the full control effect
POLB inh: DNA polymerase beta (human) inhibition. P06746. Pol beta primer extension/strand displacement, fluorescence kinetic. Potency, µM (series often up to 114 µM), without a hit: top-dose activity change, negative = inhibition, usual class: inhibitors. actives 1.3% (n = 340,000). AID 485314; also: potency is read from the fitted curve at half-maximal effect; % is scaled to controls: 0 for no effect and ±100 for the full control effect
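Curves were derived by four-parameter Hill fits of normalized qHTS data. The kinetic fluorescent primer-extension read was taken at 0 and 10 min after 50 nM substrate, following a 15 min room-temperature preincubation of 10 nM enzyme with compounds.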
Anesthetic bind: binds horse apoferritin like a general anesthetic. apoferritin/1-aminoanthracene competitive binding, fluorescence. Potency, µM (top dose mostly 77.5 µM), for inactives: at the top dose activity change, negative = displacement, actives largely listed as inhibitors. P02791. actives 0.074% (n = 350,000); also: potency is read from the fitted curve at half-maximal effect; % is scaled to controls: 0 for no effect and ±100 for the full control effect; nearly all actives have a fitted effect of over 20% in size
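In PBS, apoferritin at 10 uM is loaded with 1-AMA from a 50% saturated solution. After 10 min of compound exposure at ambient temperature, reduced 535 nm fluorescence indicates probe displacement.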
Pol kappa inh: blocks human DNA polymerase kappa activity. purified Pol kappa, fluorescent DNA synthesis assay, 10 min. Potency, µM (top dose mostly 107 µM), for the others: at the highest dose activity, negative = inhibition, most hits filed as inhibitors. actives 0.53% (n = 400,000). Q9UBT6; also: potency is read from the fitted curve at half-maximal effect; % is scaled to controls: 0 for no effect and ±100 for the full control effect
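Fluorescent qHTS in 1536-well format: enzyme (10 nM) and compound sat 15 min at room temperature before 50 nM substrate (final) was added. Signal taken at 0 and 10 min; no-enzyme buffer wells were negative controls.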
APE1 inh: inhibitors of human APE1 endonuclease; recombinant APE1, TAMRA/BHQ-2 abasic DNA cleavage fluorescence; actives 0.35% (n = 350,000); Potency, µM (doses to about 65.8 µM), without a hit: at the top dose activity change, negative = inhibition, actives largely listed as inhibitors; P27695;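 also: potency is read from the fitted curve at half-maximal effect; plate controls were vehicle for no effect and reference inhibitor for full effect; nearly all actives have a fitted effect of over 55% in size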
Target sequence (P27695 whole entry, looked up): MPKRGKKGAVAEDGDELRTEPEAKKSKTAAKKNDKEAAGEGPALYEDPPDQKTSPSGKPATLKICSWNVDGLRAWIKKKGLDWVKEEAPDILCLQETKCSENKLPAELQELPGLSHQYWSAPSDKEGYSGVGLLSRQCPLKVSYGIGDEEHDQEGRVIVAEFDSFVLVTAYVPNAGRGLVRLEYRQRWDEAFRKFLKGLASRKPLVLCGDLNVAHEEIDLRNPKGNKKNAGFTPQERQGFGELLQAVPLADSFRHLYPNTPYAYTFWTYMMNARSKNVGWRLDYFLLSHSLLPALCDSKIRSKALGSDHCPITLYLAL
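Substrate: short duplex with […] THF abasic site, 5'-TAMRA and 3'-BHQ-2, 50 nM final. APE1 at 0.75 nM, preincubated 15 min RT with compound. Fluorescence increase from first to third read measured activity.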
Active calls of the source: *; i = inactive; u = inconclusive; x = not tested or not shown; & = joins results of further samples; [ ] = remark or other dose. Unless noted, calls follow the shape of the dose curve; as a rule, active = well fitted curve in the direction sought with a large enough effect; inconclusive = small, poorly fitted or top-dose-only effect, or another doubt; inactive = no such curve, though single readings can be large; an effect the other way counts as inactive or inconclusive. These rows are one share of the data (hit frequency here may not be typical).

#	canonical_smiles	POLB inh	APE1 inh	Pol eta inh	Pol iota inh	Pol kappa inh	Anesthetic bind	BLM inh	RXFP1 antagonist	Tb PGK inh
1	CS(=O)(=O)c1sc2nc(-c3ccccc3)cc(-c3ccccc3)c2c1N	-1%	10%	-2%	-2%	-11%	-9%	-21%	-2	-3%
2	CCC(=O)N1CCc2cc(S(=O)(=O)CCC(=O)Nc3ccc(C)c(F)c3)ccc21	10%	13%	2%	9%	-7%	-4%	3%	5	5%
3	CC(=O)OCC(=O)[C@@]1(O)CC[C@H]2[C@@H]3CCC4=CC(=O)CC[C@]4(C)[C@@H]3C(=O)C[C@@]21C	x	-1%	x	x	-11%[60.1 µM]	-3%	5%	x	x
4	O=[N+]([O-])c1ccccc1OCCCNCc1ccccc1	2%	-3%	-14%	52%[activator]	-1%	-8%	-7%	-10	-1%
5	Cc1cc(C)c(S(=O)(=O)N(C2=NCCS2)S(=O)(=O)c2c(C)cc(C)cc2C)c(C)c1	-11%	u	-22%	10%	-5%	-2%	-6%	-5	-1%
6	Cc1ccc(N2C(=O)c3cccc(Oc4ccc(Cl)cc4)c3C2=O)c(C)c1	3%	-4%	-6%	7%	-6%	-8%	-6%	-5	-3%
7	COc1cc2c(cc1OC)CN(C(=O)c1cc(S(=O)(=O)N3CCCCC3)ccc1Cl)CC2	38%	0%	-17%	-3%	2%	-9%	-3%	-10	-7%
8	CN(C)c1nc2c(c(=O)[nH]c(=O)n2C)n1CCOc1ccccc1	31%	5%	-25%	40%[activator]	1%	-5%	5%	1	-8%
9	O=C(Cc1cccs1)Nc1nnc(CCc2ccccc2)s1	u	2%	-12%	-9%	-27%	-11%	-10%	-16	-13%
10	O=C(Cn1c(=O)n(CC2CCCO2)c(=O)c2ccccc21)Nc1ccc(F)cc1F (stereo not given)	0%	x	-17%	31%[activator]	4%	-1%	-3%	x	1%
11	COc1ccc(-c2noc(CN(C(=O)Cc3ccc(C)cc3)C(C)C)n2)cc1	28%	x	-18%	u	-10%	-13%	-11%	x	i
12	CC(C)CC(=O)NC(C)C(c1cccs1)N1CCOCC1 (stereo not given)	15%	1%	-8%	6%	8%	1%	-3%	9	-7%
13	N#Cc1c(/N=C/c2ccco2)sc2c1CCC2	-25%	u	-13%	10%	-22%	-18%	-8%	-9	-6%
14	COc1cccc2c1cc1c(=O)n(CC(=O)N3CCN(c4cc(Cl)ccc4C)CC3)nc(C)n12	11%	x	-11%	19%	9%	-2%	-2%	-21	i
15	N#Cc1c(-c2cccc(Br)c2)cc(-c2cccnc2)nc1N	-29%	-2%	-15%	-3%	-5%	14%	-10%	x	i
16	O=[N+]([O-])c1c(C(Cl)Cl)nn(-c2ccccc2)c1N1CCOCC1	-3%	3%	-16%	63%[activator]	-1%	-20%	-6%	-2	-4%
17	OC1(c2cccnc2)CCN(Cc2nnnn2Cc2ccccc2)CC1	3%	-4%	-18%	154%[activator]	-6%	-5%	-2%	3	-6%
18	COc1ccccc1N1CCN(S(=O)(=O)c2ccc(Cl)s2)CC1	-5%	0%	-10%	30%	-4%	-1%	-10%	-14	x
19	CCOC(=O)c1sc(NC(NC(=O)c2ccco2)(C(=O)OC)C(F)(F)F)nc1C (stereo not given)	2%	10%	-15%	16%	-31%	-22%	-7%	0	7%
20	Cn1ccnc1SCc1cc(=O)[nH]c2ccccc12	-25%	3%	-6%	23%	-11%[60.1 µM]	-4%	1%	5	3%
21	CCOC(=O)CC1ON(C)C(=O)N1c1ccc([N+](=O)[O-])cc1 (stereo not given)	-6%	10%	-18%	6%	0%	-9%	-16%	-1	3%
22	O=C(CSc1ncc(-c2ccc(F)cc2)[nH]1)Nc1cccc(O)c1	u	-2%	-10%	28%	-5%[60.1 µM]	u	-2%	-10	6%
23	Cc1cc2oc(C(=O)N(Cc3ccccc3)C3CCS(=O)(=O)C3)c(C)c2cc1C (stereo not given)	-2%	9%	-16%	-5%	-19%	-21%	-11%	-8	-3%
24	O=c1nc(/C=C/c2ccc(-c3ccc(F)cc3)o2)cc(C(F)(F)F)[nH]1	u	-3%	x	x	x	170%[activator]	-4%	x	x
25	O=C(Cn1nnc(-c2ccccc2)n1)N1CCN(c2ccc(F)cc2)CC1	7%	1%	-8%	89%[activator]	-5%	-6%	-9%	6	-9%
26	COc1ccc(OC)c(NC(=O)NNC(=O)COc2ccc([N+](=O)[O-])cc2)c1	5%	15%	-2%	7%	-4%	-22%	-4%	-3	-4%
27	CCNC(=S)NCCN1CCOCC1	-1%	-4%	-2%	28%	-5%	-3%	-2%	1	-9%
28	Cc1ccccc1NC(=O)c1cc(S(=O)(=O)Nc2cccc(C(=O)O)c2)ccc1Cl	50%	10%	-17%	25%	-9%	4%	-1%	5	-9%
29	CCCCN1C2CCCC1CC(NC(=O)c1ccc(OC)c(OC)c1)C2 (stereo not given)	4%	-7%	-3%	46%[activator]	-11%	8%	-6%	-11	4%
30	Cc1ccc(NC(=O)Cn2c(=O)n(Cc3ccc(C(=O)NCc4ccc5c(c4)OCO5)cc3)c(=O)c3ccccc32)cc1	u	x	-6%	12%	-2%	-4%	-15%	x	-8%
31	CCc1cc2ccc(C)cc2nc1SCC(=O)N1CCN(C(=O)c2ccco2)CC1	11%	19%	-12%	u	-14%	8%	-6%	x	5%
32	CCCCN1Cc2cc(C(=O)c3cc(F)ccc3O)cnc2NC1=O	0%	2%	-1%	6%	-8%	-20%	-6%	-11	i
33	NC(Cc1ccc(OC(F)F)cc1)C(=O)O (stereo not given)	-17%	-6%	22%	-4%	13%	3%	-6%	-1	i
34	COc1ccc(-c2coc3cc(O)cc(O)c3c2=O)cc1	-1%	u	-5%	-30%	-6%	u	-9%&-6%&2%	x	4%
35	CCCCc1ccc(NC(=O)C2CCCC2)cc1	x	x	-2%	25%	-19%	x	x	-15	i
36	CCOC(=O)c1cc2c(ccn2C)n1CC(=O)N1CCC(C)CC1	10%	2%	-13%	9%	8%	-15%	-3%	4	-12%
37	O=C(CN1CCN(S(=O)(=O)c2ccccc2F)CC1)NC1CCCC1	-23%	0%	-16%	44%[activator]	-6%	-12%	2%	-1	-8%
38	N#Cc1c2ccc(OCC(=O)NCc3ccco3)cc2n2ccccc12	-17%	29%	-27%	u	-20%	52%[activator]	-12%	3	-7%
39	Cc1ccc(CN(CC(=O)NCCc2ccccc2)C(=O)CCCC(=O)Nc2cc(C)on2)cc1	4%	0%	-10%	11%	-9%	-7%	1%	6	6%
40	Cc1cccc(NC(=O)c2ccc(S(=O)(=O)NCc3cccnc3)cc2)c1	50%	2%	u	154%[activator]	-3%	-4%	-4%	18	-7%
41	O=C(CCNC(=O)c1ccc([N+](=O)[O-])cc1)Nc1nc2ccccc2[nH]1	x	24%	-6%	8%	-1%	x	x	-3	-3%
42	Cn1ncc(Br)c1C(=O)NC1CCCCC1	-15%	28%	-8%	10%	11%	-2%	-4%	1	-6%
43	Cc1ccc(CCNS(=O)(=O)c2ccc3c(c2)CC(C)N3C(=O)C2CCC2)cc1 (stereo not given)	3%	x	-17%	6%	-14%	39%[activator]	-10%	-9	-3%
44	CCOC(=O)c1cnn(-c2ccccc2)c1NC(=O)CSc1nnc(-c2cccs2)n1CC	5%	-4%	-8%	u	-5%	-4%	3%	-9	8%
45	CC1CCN(CCCNC(=O)Cn2ncc3c([nH]c4ccccc43)c2=O)CC1	10%	-18%	6%	-13%	-14%	31%	4%	21	7%
46	CCOC(=O)CSc1nnc(CNc2ccc(Cl)cc2)n1-c1ccccc1	3%	u	-5%	-1%	-10%[60.1 µM]	-19%	1%	4	-4%
47	OCCN1CCN(Cc2nc(-c3cccc(Cl)c3)no2)CC1	24%	-4%	4%	2%	-2%	-4%	-1%	-9	-4%
48	CC(C)CC(NC(=O)c1ccc(Cl)cc1)C(=O)O (stereo not given)	11%	1%	-3%	3%	-13%	-12%	-1%	20	-1%
49	Cc1ccc(S(=O)(=O)NCCc2nc3ccccc3[nH]2)cc1	2%	49%[activator]	-22%	56%[activator]	-6%	2%	0%	19	-9%
50	CC(C)(C)c1ccc(SCC(N)=O)cc1	46%	6%	-4%	1%	-5%	u	4%	-2	-3%
51	CC1(NC(=O)NCCCCCCNC(=O)NC2(C)CCS(=O)(=O)C2)CCS(=O)(=O)C1 (stereo not given)	u	30%	-15%	42%[activator]	0%	-1%	-3%	2	1%
52	CC(=O)N(C(C)=O)N1C(=O)/C(=C/c2ccc(Cl)cc2)SC1=S	u	-6%	28µM*	25µM*	-34%	u	-16%	-109*	-1%
53	COc1ccccc1CCC(=O)N1CCC(n2nccc2NC(=O)C2CCOC2)CC1 (stereo not given)	20%	6%	-8%	11%	-19%	-7%	-1%	3	-1%
54	CC(C)(C)c1ccc(CN(Cc2ccco2)c2cnc(S(C)(=O)=O)nc2C(=O)Nc2ccc(F)cc2)cc1	17%	x	-20%	11%	1%	-12%	-8%	-24	-5%
55	Cc1ccc(Cl)cc1N1CCN(S(=O)(=O)c2ccc3[nH]c(=O)c(=O)[nH]c3c2)CC1	u	-2%	-22%	u	u	u	-2%	-14	-7%
56	CNC1(C(N)=O)CCN(Cc2ccccc2)CC1	x	x	-20%	40%[activator]	7%	x	x	-7	3%
57	Cc1cccc(-c2n[nH]c([N+](=O)[O-])n2)c1	21%	17%	0%	23%	1%	-7%	2%	6	-2%

3 of the entries above in order of their number in Pol kappa inh, rising:
item	mol	APE1 inh	Pol eta inh	Pol iota inh	Pol kappa inh	Anesthetic bind	BLM inh	RXFP1 antagonist	Tb PGK inh
52	CC(=O)N(C(C)=O)N1C(=O)/C(=C/c2ccc(Cl)cc2)SC1=S	-6%	28µM*	25µM*	-34%	u	-16%	-109*	-1%
57	Cc1cccc(-c2n[nH]c([N+](=O)[O-])n2)c1	17%	0%	23%	1%	-7%	2%	6	-2%
56	CNC1(C(N)=O)CCN(Cc2ccccc2)CC1	x	-20%	40%[activator]	7%	x	x	-7	3%
